Gal4-VP16 FLuc – VP16 counterscreen qHTS for inhibitors of ROR gamma transcriptional activity | actives 3.5% (n = 310,000) | Drosophila S2 Gal4-VP16 UAS-luciferase, luminescence, 20 h | Potency, µM (series often up to 53.6 µM), for the others: at the highest dose activity, negative = inhibition, hits mostly inhibitors;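 further: Gal4-VP16 expression switched on by copper sulfate through the metallothionein promoter; potency means the concentration at half of the fitted maximal effect; on the % scale 0 is the no-effect control and ±100 the full control effect; nearly all actives have a fitted effect of over 50% in size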
NPC1 promoter act – qHTS Assay for NPC1 Promoter Activators; Huh7 NPC1 promoter luciferase reporter, 24 h; Potency, µM (highest dose often 9.22 µM), for inactives: at the highest dose activation, most hits filed as activators; actives 2.4% (n = 320,000); AID 485313, 2010;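 further: potency means the concentration at half of the fitted maximal effect; % of control where 0% means no effect; nearly all actives have a fitted effect of over 60% in size; reporter is driven by a mutant NPC1 promoter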
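Stably transfected Huh7 (NPC1 promoter→luciferase), 1500 cells/well in Opti-MEM + 10% FBS, 2 h settle, then compound 24 h at 37 °C. Luminescence after 10 min with Amplite reagent.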
PKM2 act – qHTS Assay for Activators of Human Muscle isoform 2 Pyruvate Kinase. Pyruvate kinase PKM (Homo sapiens), P14618. purified PKM2, Kinase-Glo ATP luminescence, activation; response scale: 0% is enzyme alone, no compound. AID 1631, 2009. Potency, µM (highest dose often 57.5 µM), for inactives: top-dose activation, actives largely listed as activators. actives 0.34% (n = 260,000); further: potency means the concentration at half of the fitted maximal effect; on the % scale 0 is the no-effect control and ±100 the full control effect; nearly all actives have a fitted effect of over 55% in size
Target sequence (P14618 whole entry, looked up, canonical isoform): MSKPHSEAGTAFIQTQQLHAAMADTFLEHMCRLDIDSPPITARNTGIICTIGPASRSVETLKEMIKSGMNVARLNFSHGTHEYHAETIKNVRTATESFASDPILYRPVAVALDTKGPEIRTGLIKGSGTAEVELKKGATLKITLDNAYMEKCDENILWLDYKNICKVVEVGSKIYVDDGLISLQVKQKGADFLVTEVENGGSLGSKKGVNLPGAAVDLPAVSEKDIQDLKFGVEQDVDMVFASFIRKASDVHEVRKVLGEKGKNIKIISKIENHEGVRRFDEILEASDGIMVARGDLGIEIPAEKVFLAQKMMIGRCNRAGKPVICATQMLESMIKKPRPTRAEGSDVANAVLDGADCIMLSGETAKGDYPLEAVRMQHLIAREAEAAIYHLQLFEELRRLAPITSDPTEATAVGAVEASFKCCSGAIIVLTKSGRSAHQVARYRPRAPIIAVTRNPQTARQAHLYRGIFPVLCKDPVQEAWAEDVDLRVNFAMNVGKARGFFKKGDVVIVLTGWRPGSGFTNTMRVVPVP
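Purified hPK-M2 (>95% pure) converted ADP (0.1 mM final) to ATP with 0.5 mM PEP in 50 mM imidazole pH7.2, KCl, MgCl2, Tween 20, BSA; 1 h at room temperature. ATP detected by Kinase-Glo luminescence.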
Rab9 prom act – qHTS Assay for Rab9 Promoter Activators | actives 2.8% (n = 320,000) | Huh7 Rab9 promoter-luciferase reporter, luminescence, 24 h | Potency, µM (series often up to 9.22 µM), without a hit: at the top dose activation, negative = inhibition, usual class: activators; further: potency means the concentration at half of the fitted maximal effect; % of control where 0% means no effect; nearly all actives have a fitted effect of over 60% in size
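Cell-based reporter: Huh7 stable for Rab9 promoter-driven luciferase, plated in reduced-serum medium with 10% FBS at 1500 cells/well, compound-treated 24 h at 37 °C, luminescence read after 10 min reagent.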
FLuc modulator – qHTS profiling assay for firefly luciferase inhibitor/activator using purifed enzyme and Km concentrations of substrates (counterscreen for miR-21 project); Luciferin 4-monooxygenase (Photinus pyralis), P08659; purified FLuc, Km substrates, luminescence inhibition; Potency, µM (series often up to 57.5 µM), for inactives: at the top dose activity change, negative = inhibition, usual class: inhibitors; actives 6.9% (n = 360,000); AID 588342, 2011;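 further: potency means the concentration at half of the fitted maximal effect; plate controls were vehicle for no effect and reference inhibitor for full effect; nearly all actives have a fitted effect of over 55% in size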
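Purified P. pyralis luciferase, 10 nM final, with Km-level 10 uM D-luciferin and 10 uM ATP in 50 mM Tris acetate pH 7.5, 10 mM Mg acetate, 0.01% Tween-20, 0.05% BSA; 6-point qHTS titration about 60 µM downward; luminescence read.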
ELG1 genotox – qHTS screen for small molecules that induce genotoxicity in human embryonic kidney (HEK293T) cells expressing luciferase-tagged ELG1; HEK293T ELG1-luciferase reporter, luminescence, 16 h; AID 504466, 2011; actives 1.3% (n = 330,000); Potency, µM (doses to about 46 µM), without a hit: at the highest dose activity change, positive = activation, most hits filed as activators; further: potency means the concentration at half of the fitted maximal effect; % of control where 0% means no effect; nearly all actives have a fitted effect of over 60% in size
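Reporter readout depends on ELG1 protein level, which increases with genetic stress. After 16 hr compound exposure at 37 °C, luciferase activity was quantified using ONE-Glo.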
Menin MLL FP TR – qHTS Assay for Inhibitors Targeting the Menin-MLL Interaction in MLL Related Leukemias: Competition With Texas Red Labeled MLL-derived Mutant Peptide. actives 0.23% (n = 270,000). Menin + Texas Red MLL mutant peptide, fluorescence polarization. Potency, µM (titrated, usually from 61.6 µM), without a hit: at the highest dose FP activity change, negative = inhibition, usual class: inhibitors. AID 1768, 2009; active means well fitted inhibition curve with a large enough effect in the polarisation, with a control signal flat, not every such curve was filed as active; inconclusive means small, poorly fitted or top-dose-only effect, or effect the other way, or a change in a side signal; inactive means no such curve, though single readings can be large or run the other way; the % refers to the polarisation; further: potency means the concentration at half of the fitted maximal effect; % of control where 0% means no effect; many of its hits are not listed in these tables
Target sequence (O00255 whole entry, looked up): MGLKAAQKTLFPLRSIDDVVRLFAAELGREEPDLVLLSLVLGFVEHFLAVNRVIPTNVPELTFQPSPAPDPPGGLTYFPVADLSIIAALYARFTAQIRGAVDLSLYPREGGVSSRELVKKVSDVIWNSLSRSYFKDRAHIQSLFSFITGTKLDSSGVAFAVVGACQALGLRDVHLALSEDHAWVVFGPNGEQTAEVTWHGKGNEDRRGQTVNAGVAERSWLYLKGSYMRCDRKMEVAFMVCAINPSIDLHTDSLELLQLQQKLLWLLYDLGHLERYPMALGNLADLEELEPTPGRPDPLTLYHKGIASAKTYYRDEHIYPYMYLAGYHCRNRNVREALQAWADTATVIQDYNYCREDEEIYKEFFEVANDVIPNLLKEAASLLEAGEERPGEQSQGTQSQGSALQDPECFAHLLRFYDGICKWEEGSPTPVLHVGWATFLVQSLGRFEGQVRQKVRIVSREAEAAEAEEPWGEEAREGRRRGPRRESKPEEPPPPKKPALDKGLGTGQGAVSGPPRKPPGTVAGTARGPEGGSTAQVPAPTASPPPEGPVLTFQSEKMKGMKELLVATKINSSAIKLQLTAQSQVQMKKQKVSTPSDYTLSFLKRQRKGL
p53 reactivator – qHTS assay for re-activators of p53 using a Luc reporter | H1299 p53-A138V BP100-luciferase reporter, luminescence, 24 h | Potency, µM (series often up to 92.2 µM), inactives show at the top dose activity change, positive = activation, most hits filed as activators | actives 0.063% (n = 320,000); further: potency means the concentration at half of the fitted maximal effect; % of control where 0% means no effect; nearly all actives have a fitted effect of over 45% in size
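p53-null H1299 cells stably carrying temperature-sensitive p53-A138V and a BP100-luciferase reporter were pinned with compounds (4-point, 1:5 series) and held 24 hrs at 37 deg C. Luminescence was read 10 min after detection reagent.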
Giardia killer – Small Molecules that selectively kill Giardia lamblia: qHTS | Giardia lamblia trophozoite viability | activity change, % at 7.66 µM, hits read low | actives 0.15% (n = 340,000); in the data active means activity change below about -80%; inconclusive means between about -30% and that limit;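 further: parasites exposed to compound for two days anaerobically before the ATP read; on the % scale 0 is the no-effect control and ±100 the full control effect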
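ATP-content bioluminescence gauges trophozoite survival. Cells (100/well) receive compound and incubate anaerobically for 48 hrs at 37 deg C; detection reagent follows for 15-30 min at room temperature.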
RORgamma inh – qHTS for inhibitors of ROR gamma transcriptional activity; Nuclear receptor ROR-gamma (Mus musculus), P51450; Drosophila S2 Gal4-RORgamma UAS-luciferase reporter, 20 h; Potency, µM (doses to about 53.6 µM), for inactives: top-dose activity change, negative = inhibition, most hits filed as inhibitors; actives 5.4% (n = 310,000); AID 2551, 2010; further: potency means the concentration at half of the fitted maximal effect; on the % scale 0 is the no-effect control and ±100 the full control effect; nearly all actives have a fitted effect of over 60% in size
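Compounds are pin-transferred onto Drosophila Schneider cells expressing a copper-inducible Gal4–ROR gamma transactivation domain fusion. After 1 hr, copper sulfate is added to 700 uM final; luciferase is read 20 hr later.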
BRCA1 expr up – qHTS Assay to Identify Small Molecule Activators of BRCA1 Expression; Potency, µM (top dose mostly 46.1 µM), for inactives: at the top dose activation, actives largely listed as activators; actives 1.1% (n = 380,000); MCF7-BRCA1-FFLuc reporter, luminescence, 48 h; response scale: scaled: vehicle 0%, 10 µM genistein 100%; further: potency means the concentration at half of the fitted maximal effect; nearly all actives have a fitted effect of over 80% in size; some results filed as inactive show a strong effect at the top dose
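Luminescence from a BRCA1-driven firefly luciferase in MCF7 cells was the read-out, taken 15 min after substrate addition following 48 h compound exposure at 37 °C. Data were normalized to a 10 microM genistein control and DMSO vehicle.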
* marks the source's active call; other numbers are inactive results; u = inconclusive; x = not tested or not shown; & = joins results of further samples; [ ] = remark or other dose. Unless noted, the call rests on the fitted dose curve; in most records, active means well fitted curve in the direction sought with a large enough effect; inconclusive means small, poorly fitted or top-dose-only effect, or another doubt; inactive means no such curve, though single readings can be large; an effect the other way counts as inactive or inconclusive.

SMILES	Gal4-VP16 FLuc	NPC1 promoter act	PKM2 act	Rab9 prom act	FLuc modulator	ELG1 genotox	Menin MLL FP TR	p53 reactivator	Giardia killer	RORgamma inh	BRCA1 expr up
CC(=O)Nc1cccc(C(=O)OCc2ccc(C(=O)Oc3ccc(Cl)cc3)cc2)c1	-3%	-4%	-7%	2%	-11%	-1%	41%	-4%	3	-7%	19%
CCCCCc1ccc(CC(=O)N2CCOCC2)cc1	-2%	0%	-2%[11.5 µM]	9%	-6%	3%	-10%	-1%	-7	38%	10%
COc1ccccc1C(=O)OCC(=O)Nc1cccc(S(=O)(=O)N2CCCC2)c1	x	0%	x	-4%	-4%	-5%	x	-2%	-15	x	-26%
O=C(Nc1ccccc1)C1=C[C@@H](c2ccc(Br)cc2)C[C@@H](OCCCCO)O1	7.1µM*	29%	-1%	u	u	18%	27%	18%	-3	u	19%
Cc1ccc(NC(=O)CSc2nnc(-c3cccnc3)n2-c2ccc(C)cc2)cc1	u	-1%	0%	-1%	1%	4%	u	-8%	35[activator]	u	-8%
COCCCN(C(=O)CCOc1ccccc1C)c1c(N)n(Cc2ccccc2)c(=O)[nH]c1=O	x	-4%	x	-2%	0%	3%	x	6%	9	x	0%
COc1cccc(C(=O)N2CCN(c3ncccn3)CC2)c1	-6%	-10%	4%	0%	0%	0%	-9%	-3%	-4	15%	-1%
N=c1n(CCCOc2ccc(Br)cc2)c2ccccc2n1CC(N)=O	2%	-6%	1%	-3%	1%	-3%	x	-4%	-3	-15%	-7%
CN(Cc1ccccc1)Cc1nc2c(c(=O)n(C)c(=O)n2C)n1Cc1ccc(F)cc1	-5%	17%	2%	2%	-3%	-5%	-20%	-5%	6	u	-29%
CN(C(=O)c1cc(C(=O)N(C)c2ccccc2)cc([N+](=O)[O-])c1)c1ccccc1	-3%	1%	1%	5%	-2%	-10%	-14%	13%	5	9%	-25%
COc1cc(Cl)c(NS(=O)(=O)c2c(C(=O)N3CCCC3)c(C)n(C)c2C)c(OC)c1	0%	0%	x	0%	0%	1%	10%	-1%	-21	-17%	-17%
CC(O)(C#CCN1CCOCC1)c1ccccc1 (centres undefined)	17%	-4%	-2%	2%	-2%	-1%	9%	7%	24	0%	-5%
Cc1ccc2nc(-c3ccc(-c4ccccn4)s3)cn2c1	0.89µM*	0.45µM*	-8%	0.4µM*	0.19µM*	1.6µM*	x	u	-29	0.18µM*	u
CCCCCCOc1ccc(C(CC(=O)O)C(N)=O)cc1 (centres undefined)	-4%	7%	-5%	-1%	0%	6%	-6%	0%	-2	17%	-22%
CCOC(=O)C1CCN(c2ccc(C(N)=O)cc2[N+](=O)[O-])CC1	-3%	0%	-8%	2%	4%	-1%	-14%	-6%	-21	43%	14%
CC(C)c1cc(N=NC(N)=O)cc(C(C)C)c1O	-11%	1%	-1%	-1%	3%	3%	-8%	-2%	u	9%	7%
COc1ccccc1CCC(=O)Nc1cccc(S(=O)(=O)N2CCOCC2)c1	-1%	-3%	1%	-5%	0%	-3%	-3%	-3%	2	8%	-11%
COc1ccc(-c2nnc(SCC(=O)N3CCCC3)o2)c(OC)c1	7%	u	x	u	u	u	x	u	3	15%	76%
O=C1CN(Cc2ccccc2)C(=NCc2ccco2)S1	2%	-3%	u	-6%	-1%	1%	29%	-10%	-8	-36%	-1%
O=C(Nc1ccccc1)N(CCCN1CCOCC1)Cc1cc2cc3c(cc2[nH]c1=O)OCCO3	-7%	-2%	4%	-2%	-2%	1%	5%	1%	36[activator]	6%	-43%
CC(C)Nc1nc(NC(N)=S)nc(NC(C)(C)C)n1	u	1%	0%	-2%	2%	15%	-10%	-3%	3	11µM*	22%
CCN(C(=O)COC(=O)CSc1ccc([N+](=O)[O-])cc1)C1CCS(=O)(=O)C1 (centres undefined)	-8%	-4%	-9%	-3%	1%	5%	x	10%	-16	-19%	-17%
CC(/C=N/NC(=O)c1cc(-c2ccc(Cl)cc2)nc2ccccc12)=C\c1ccco1	2%	-13%	2%	-11%	u	u	-27%	x	-3	2%	-83%
Cc1ccc(S(=O)(=O)N[C@@H](C)C(=O)N2CCC(C(=O)N3CCC[C@H]3C(=O)O)CC2)cc1	-4%&0%	-6%&0%	-5%&-2%	2%&2%	9%&0%	-3%	19%&1%	5%	-2	-7%&10%	-4%
O=C(N/N=C/c1c[nH]c2ccccc12)c1cc2ccccc2o1	-5%	-5%	0%	-4%	13µM*	0%	x	12%	-16	-37%	-11%
CC(NC(=S)Nc1ccc(F)cc1)c1ccccc1 (centres undefined)	7.9µM*	-1%	-5%	3%	0%	-8%	16%	u	15	7.1µM*	-26%
COc1cccc(CNc2ccc3c(c2)ncn3C(C)C)c1OC	u	4µM*	-19%	4µM*	17µM*	14%	1%[11.7 µM]	u	-5	-11%	u
COc1ccc(NC(=O)CSCC(=O)Oc2c(OC)cccc2OC)cc1	x	2%	x	1%	-5%	2%	x	-5%	-4	x	-5%
COc1ccc(COn2c(=O)c(C)[n+]([O-])c3ccccc32)cc1OC	2%	1%	-6%	-2%	0%	5%	-7%	-4%	8	10%	-4%
COc1ccc(CCN(C)C(=O)c2cccc(S(=O)(=O)NCc3ccccc3)c2)cc1OC	-1%	-6%	0%	-1%	1%	-13%	x	-6%	-10	u	-9%
CSc1ccccc1NC(=O)CSc1nncs1	18%	18%	4%	-2%	-2%	2%	-8%	1%	3	u	-2%
CCCCCc1ccc(-c2cn(Cc3ccc(C(=O)c4ccccc4)cc3)nn2)cc1	-3%	u	8%	u	u	18%	u	11%	2	5%	0%
CCO[C@H]1OC(C(=O)Nc2ccccc2)=C[C@@H](c2ccc(Br)cc2)[C@@H]1CCCO	14%	0%	2%	-5%	1%	-9%	27%	1%	6	u	-9%
COc1cccc(NS(=O)(=O)c2ccc(NC(C)=O)cc2)c1	-7%[0.365 µM]	-4%	5%	1%	11%	2%	9%	-6%	-10	u	-50%
Cc1ccc(NC(=O)C(Cc2ccccc2)NC(=O)c2ccco2)cc1 (centres undefined)	7%	0%	-1%	-6%	0%	8%	-17%	2%	-7	7%	3%
O=C(NC1CC1)c1ccc(F)cc1Cl	6%	9%	1%	0%	3%	1%	-8%	-1%	-14	24%	-6%
O=c1c2[nH]cnc2n(-c2ccccc2)c(=O)n1Cc1ccccc1	0%	1%	x	1%	0%	u	-2%	2%	-1	24%	1%
CCOC(=O)C1CCCN(S(=O)(=O)c2cnc(Cl)c(Br)c2)C1 (centres undefined)	-14%	-9%	x	-6%	2%	-1%[9.26 µM]	-25%	-12%	14	-42%	-61%
Cc1ccc(S(=O)(=O)NCC2CCC(C(=O)NCCCOC(C)C)CC2)cc1 (centres undefined)	-5%	-1%	0%	-12%	0%&-1%	4%	-2%	-1%	x	22%	x
Clc1ncn(CCOc2ccccc2)c1Cl	4%	-12%	1%	-14%	2%	2%	-2%	0%	-3	20%	-23%
CCOc1ccc2[nH]c3c(NCC(C)C)ncnc3c2c1	u	4%	x	7%	u	0%	22%	1%	7	10%	27%
COC(=O)c1cc(OC)c(OC)cc1NC(=S)N1CCN(Cc2ccccc2)CC1	-6%[0.365 µM]	0%	1%	-5%	0%	1%	-12%	1%	5	5%	-1%
O=C(COC(=O)Cc1c[nH]c2ccccc12)NC1CCCCC1	0%	1%	0%	2%	1%	0%	6%	23%	-2	-12%	-3%
Cc1nn(-c2ccccc2)c2[nH]c(C(F)(F)F)cc(=O)c12	u	-2%	-4%	-4%	-23%	-9%	46%[activator]	17%	2	u	-37%
CCN(CC)C(=O)Cn1cc(C(=O)C(=O)NCCCn2ccnc2)c2ccccc21	-7%	-3%	-1%	-2%	0%	0%	13%	8%	-16	-1%	-3%
Cc1nc2cc(Cl)ccc2n1-c1ccccc1	-22%	x	2%	x	-3%	x	0%	x	9	16µM*	12%
O=C(O)c1oc2ccccc2c1-n1cccc1	0%	-4%	0%	-4%	-2%	-7%	8%	12%	-4	19%	1%
COc1ccc(F)cc1C(=O)C1CCCN(Cc2cn(C)c3ccccc23)C1 (centres undefined)	-9%	-4%	-2%	-20%	-2%	-6%	u	-4%	20	8%	-46%

The list is partial, so the mix of outcomes need not match the whole.
